Source: PubChem BioAssay
tim10-1 inh – inhibits growth of tim10-1 mutant yeast | S. cerevisiae tim10-1 ts strain growth, BacTiter-Glo, 24 h | inhibition, % at 20 µM | 2.2% of 330,000 active;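 active means inhibition of at least 40%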;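 further: mutant grown at 25 °C; 0% = DMSO wells with yeast and 100% = wells holding no yeast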
Jurkat NFkB inh – inhibitors of the PMA/ionomycin-induced NF-kB reporter in Jurkat cells; inhibition, % at 4 µM; 0.53% of 330,000 active; AID 435003; PMA/ionomycin-induced NF-kB luciferase reporter, luminescence; in the data active means inhibition above about 50%
UPR XBP1 act – activators of adaptive arm of unfolded protein response (XBP1); CHO-XBP1 luciferase reporter, IRE1-XBP1 UPR activation, luminescence; percent of tunicamycin response, DMSO as zero; 0.33% of 330,000 active; activation, % at 20 µM;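 active means versus positive control, 20 µM dose yields 30% or more activation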;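 further: 100% = tunicamycin at 10 µg/mL and 0% = DMSO only wells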
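Test system: CHO-XBP1 luciferase reporter cells | Buffer or medium: Serum-containing F12 medium, 10% FBS | Schedule: 6 h compound exposure at 37 °C, 5% CO2 | Detection: Steady-Glo luciferase glow luminescence, 10 min after reagent addition | Read-out basis: Activation, % of tunicamycin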
Mdm2 MdmX PPI – human Mdm2/MdmX binding inhibition; AID 485346; SaOS-2 split-luciferase Mdm2/MdmX complementation, luminescence; 3% of 330,000 active; inhibition, % at 8 µM; O15151+Q00987;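 active means inhibition of at least 50% at 8 µM in the primary screen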
Target sequence (O15151 whole entry, looked up): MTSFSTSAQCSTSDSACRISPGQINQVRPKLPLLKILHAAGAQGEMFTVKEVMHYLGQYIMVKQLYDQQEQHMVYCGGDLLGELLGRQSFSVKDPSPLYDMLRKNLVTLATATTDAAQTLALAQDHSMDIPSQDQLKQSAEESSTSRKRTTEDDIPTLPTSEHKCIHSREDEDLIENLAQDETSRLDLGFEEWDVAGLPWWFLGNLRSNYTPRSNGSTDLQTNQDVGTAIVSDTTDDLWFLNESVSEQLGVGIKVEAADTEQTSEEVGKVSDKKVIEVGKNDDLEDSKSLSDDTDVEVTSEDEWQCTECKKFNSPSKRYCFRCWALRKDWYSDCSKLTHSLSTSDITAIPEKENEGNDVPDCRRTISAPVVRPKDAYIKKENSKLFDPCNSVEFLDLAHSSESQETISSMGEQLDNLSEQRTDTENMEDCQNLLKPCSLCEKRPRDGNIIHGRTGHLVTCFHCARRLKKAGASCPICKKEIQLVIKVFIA
Target sequence (Q00987 whole entry, looked up): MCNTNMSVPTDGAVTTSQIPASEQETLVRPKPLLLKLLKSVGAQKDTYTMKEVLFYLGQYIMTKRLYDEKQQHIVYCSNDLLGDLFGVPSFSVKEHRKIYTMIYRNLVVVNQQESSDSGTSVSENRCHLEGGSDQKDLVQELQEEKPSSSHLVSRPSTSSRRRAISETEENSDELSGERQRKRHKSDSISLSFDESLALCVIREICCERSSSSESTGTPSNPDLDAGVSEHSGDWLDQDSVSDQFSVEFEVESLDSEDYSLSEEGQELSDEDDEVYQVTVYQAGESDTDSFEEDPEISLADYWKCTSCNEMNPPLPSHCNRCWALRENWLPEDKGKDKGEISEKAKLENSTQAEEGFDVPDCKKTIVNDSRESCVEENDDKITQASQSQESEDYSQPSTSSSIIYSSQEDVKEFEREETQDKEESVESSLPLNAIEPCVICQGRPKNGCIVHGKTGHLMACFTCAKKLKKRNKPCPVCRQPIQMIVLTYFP
TIM10 inh – growth inhibitors of TIM10 yeast strain; AID 463195; inhibition, % at 10 µM; S. cerevisiae TIM10 strain growth, BacTiter-Glo luminescence, 24 h; 1.4% of 330,000 active;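 active means inhibition of 40% or more at the single tested concentration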;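 further: wild-type TIM10 isogenic control strain grown at permissive 25 °C; 0% = DMSO yeast wells and 100% = minimal medium wells without yeast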
tim23-1 inh – inhibits growth of tim23-1 mutant yeast | S. cerevisiae tim23-1 growth, BacTiter-Glo luminescence, 24 h | inhibition, % at 20 µM | 1.3% of 330,000 active;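 active means growth inhibition of the mutant yeast at or above 50%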;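 further: temperature-sensitive mutant grown at 25 °C; plate controls were DMSO-treated mutant yeast for no effect and medium wells lacking yeast for full effect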
697 NFkB inh – lowers PMA/ionomycin-induced NF-kB signal in 697 B cells. 697 B-cell NF-kB luciferase reporter, 16 h. inhibition, % at 4 µM. 0.33% of 330,000 active. AID 435022; in the data active means inhibition above about 35%
CHOP UPR activ – apoptotic UPR (CHOP) activation. CHO-CHOP luciferase reporter, luminescence; percent of tunicamycin response over DMSO baseline. activation, % at 10 µM. 0.34% of 330,000 active;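 active means at 10 µM dose, activation of 40% or more, normalized to positive control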;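 further: 100% = tunicamycin at 10 µg/mL and 0% = DMSO alone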
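System: CHO-CHOP luciferase reporter cell line; amount: 500 cells/well; buffer or medium: F12 medium containing 10% fetal bovine serum; incubation: 6 h compound exposure at 37 °C after overnight seeding; measured by: luciferase luminescence after 10 min with Steady-Glo reagent; evaluation: % reporter activation, DMSO baseline versus tunicamycin full activation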
The depositor's hits bear a star; i = inactive; nt = not tested or not shown.

SMILES	tim10-1 inh	Jurkat NFkB inh	UPR XBP1 act	Mdm2 MdmX PPI	TIM10 inh	tim23-1 inh	697 NFkB inh	CHOP UPR activ
O=C(NCCC1=CCCCC1)C(=O)NCc1ccccc1Cl	-10	-16	-1	-5	-3	-2	11	-0.2
Cc1onc(-c2ccccc2Cl)c1C(=O)NCc1nnnn1-c1ccc(F)cc1	8	-5	2	-13	6	7	5	-0.3
Cc1cc(/C=C\c2ccc3cc(N(C)C)ccc3[n+]2C)c(C)n1-c1ccccc1	70*	14	25	100*	29	32	4	24
CCCCCCN=CC1=C(O)C(C(=O)OC)C(C)(C)CC1=O (stereo unspecified)	20	12	0	10	0	20	8	-0.5
N#Cc1c(-c2ccccc2)nc(-c2ccccc2)[nH]c1=O	4	-6	1	-6	-2	2	5	-1.5
Cc1cccc(C(=O)c2c(N)sc3c2CCCC3)c1	17	8	-4	9	13	15	12	-1.9
COc1ccc(C2CC(=O)c3cnc(NC(=O)c4ccccc4)nc3C2)c(OC)c1 (stereo unspecified)	23	26	0	58*	-14	-1	-3	0.8
O=C(/C=C/c1cccc(F)c1)OCC(=O)N1CCCc2ccccc21	22	4	-3	33	3	29	14	0.5
CC(Oc1cc2oc(=O)c3c(c2cc1Cl)CCC3)C(=O)N1C[C@H]2C[C@@H](C1)c1cccc(=O)n1C2 (stereo partly specified)	-18	-19	-1	5	2	-1	21	-0.8
COc1cccc(NC(=O)CSc2ccc(-c3sc(C)nc3C)nn2)c1	-13	4	0	-14	11	14	-2	-0.9
Cc1ccc(-c2nc3cc(NC(=O)C(C)C)ccc3o2)cc1C	28	-251	-1	9	17	19	i	-3.0
S=c1[nH]nc(Cc2n[nH]c(=S)n2-c2ccccc2)n1-c1ccccc1	-10	1	-4	-1	8	10	3	-0.5
O=C(COc1ccccc1F)N1N=C(c2cccs2)CC1c1ccco1 (stereo unspecified)	28	2	-1	1	30	42	-6	0.6
C/C(=N/OC(=O)c1ccc(C)cc1)C(=O)c1ccc(Br)cc1	15	-2	-1	3	17	33	0	-1.0
CCN(CC)c1ccc(/C=C2\C(=O)N(c3nnc(C)c(=O)[nH]3)N=C2C)cc1	13	21	-1	-1	15	25	-5	221*
COc1cccc(NC(=O)CCc2nnc3ccc(NCc4ccco4)nn23)c1	21	10	0	11	9	8	1	1.8
Cc1noc(C)c1CCC(=O)N1CCCC(N2CCN(c3ccc(F)cc3)CC2)C1 (stereo unspecified)	1	2	-1	6	-1	13	3	0.8
O=C(NCC1COc2ccccc2O1)c1cc(S(=O)(=O)N2CCOCC2)c(Cl)cc1Cl (stereo unspecified)	17	-5	-5	23	11	6	6	0.3
CCOC(=O)N1CCC(N2CCCC(CO)(Cc3ccccc3C)C2)CC1 (stereo unspecified)	8	4	0	19	12	-2	4	-3.2
O=C(NC(=S)Nn1cnnc1)c1ccc(F)cc1Cl	0	-1	15	7	-12	1	-4	1.4

6 neighbouring compounds from above, quoted:
SMILES	tim10-1 inh	Jurkat NFkB inh	UPR XBP1 act	Mdm2 MdmX PPI	TIM10 inh	tim23-1 inh	697 NFkB inh	CHOP UPR activ
CCN(CC)c1ccc(/C=C2\C(=O)N(c3nnc(C)c(=O)[nH]3)N=C2C)cc1	13	21	-1	-1	15	25	-5	221*
COc1cccc(NC(=O)CCc2nnc3ccc(NCc4ccco4)nn23)c1	21	10	0	11	9	8	1	1.8
Cc1noc(C)c1CCC(=O)N1CCCC(N2CCN(c3ccc(F)cc3)CC2)C1 (stereo unspecified)	1	2	-1	6	-1	13	3	0.8
O=C(NCC1COc2ccccc2O1)c1cc(S(=O)(=O)N2CCOCC2)c(Cl)cc1Cl (stereo unspecified)	17	-5	-5	23	11	6	6	0.3
CCOC(=O)N1CCC(N2CCCC(CO)(Cc3ccccc3C)C2)CC1 (stereo unspecified)	8	4	0	19	12	-2	4	-3.2
O=C(NC(=S)Nn1cnnc1)c1ccc(F)cc1Cl	0	-1	15	7	-12	1	-4	1.4

(listing goes on)
SMILES	tim10-1 inh	Jurkat NFkB inh	UPR XBP1 act	Mdm2 MdmX PPI	TIM10 inh	tim23-1 inh	697 NFkB inh	CHOP UPR activ
O=C(NCCn1cccn1)c1ccc(OC2CCN(C(=O)C3CC3)CC2)cc1	4	-9	-1	0	-3	0	9	-1.9
COc1cccc(CN(C)C(=O)C2CCC(=O)N(Cc3cccc(F)c3)C2)c1 (stereo unspecified)	-7	-19	0	0	-1	-6	-6	0.4
COc1cccc(-c2nnc(SCCOc3ccc4c(C)cc(=O)oc4c3)o2)c1	10	17	3	5	13	19	8	-2.0
CCOc1ccc(CCNC(=O)c2ccc(N3CCCC3=O)cc2)cc1OCC	7	6	3	12	-10	4	-14	-0.7
CCOc1ccc(N2CC(C(=O)Nc3nnc(Cc4ccc(OC)cc4)s3)CC2=O)cc1 (stereo unspecified)	5	-2	4	19	-3	13	-6	-1.0
O=C(Nc1ccc(S(=O)(=O)N2CCOCC2)cc1)c1nn(-c2ccc(F)cc2)ccc1=O	26	-5	-1	15	4	18	-1	0.6
O=C(CN1CCCCCCC1)N/N=C/c1ccc(F)c(F)c1	5	4	1	12	-14	-12	0	0.2
Cc1ccc(C(=O)Nc2nnc(S(=O)(=O)Nc3ccccc3C)s2)cc1C	5	-9	-2	6	-3	14	-25	2.1
O=C(C[C@H]1C[C@H](C(=O)N2CCOCC2)[C@@]2(CCC3CCCC3)c3[nH]c4ccc(Cl)cc4c3CCN2C1=O)NCCCn1ccnc1	14	nt	1	30	-13	29	6	3.8
COc1ccc(C(=O)Nc2cccnc2Sc2ccc(Cl)cc2)cc1	-6	-13	3	3	-27	-9	-7	2.1
CCOc1ccc(NC(=O)COC(=O)CSCC(=O)Nc2ccc(C)cc2C)cc1	19	2	-2	9	7	14	24	-0.2
COc1ccccc1CNC(=O)N1CCN(c2ccccc2)CC1	-10	-9	-3	16	-12	14	11	0.1
O=C1CC(NCc2ccncc2)C(=O)N1c1ccc(Cl)cc1 (stereo unspecified)	14	7	-1	19	-1	6	3	-0.4
CC(=O)N1CCOc2ccc(S(=O)(=O)Nc3ccc(Cl)cn3)cc21	3	-1	-5	9	3	-1	-16	0.3
COc1ccc(NC(=O)CN2CCc3ccccc3C2)cc1S(=O)(=O)N1CCOCC1	-18	4	1	-8	-13	-5	8	0.5
Cc1ccc(S(=O)(=O)N(C)/N=C/C=C/c2ccccc2)cc1	10	8	-3	6	-14	8	1	-0.4
Cc1cc(C(=O)COC(=O)c2ccc(Br)o2)c(C)n1Cc1ccco1	3	-9	6	-14	-10	16	-15	7.4
CN(C)C(=O)Cn1c(=O)n(C)c2ccccc21	12	-1	3	2	-9	10	1	-1.1
Cc1noc(C)c1COc1cccc(C(=O)N(C)Cc2cccs2)c1	1	-2	-2	9	-11	-1	15	-1.0
O=Cc1cn(-c2ccc(F)cc2)c2ccccc12	22	3	0	23	2	23	4	1.1
COc1ccc(NCC(=O)Nc2cccc(S(=O)(=O)N3CCCC3)c2)cc1Cl	-1	5	0	4	5	8	15	1.7
CC(=O)n1c(Cl)c(NC(=O)CCl)c2ccccc21	14	29	-2	44	19	32	31	2.4
COc1cc(OC)c2c(=O)cc(-c3ccccc3)oc2c1	10	-99	7	3	-17	9	-32	5.2
O=S(=O)(Nc1ccccc1)c1ccc(F)cc1	6	-5	1	4	1	11	2	1.2
CCOc1ccc(C(CC(=O)O)NC(=O)COc2ccccc2OC)cc1OC (stereo unspecified)	20	-13	1	-6	0	10	-8	-1.1
COc1ccccc1N1CCN(C(=O)Nc2cccc(Cl)c2)CC1	22	-13	-2	-23	1	24	-4	2.4
CCC(C)(C)c1ccc(OC(=O)c2cccnc2Cl)cc1	3	-10	9	-29	-9	10	-8	7.2
CC1=C(C(=O)N2CCN(c3cc(C)ccc3C)CC2)C2(CCCCC2)OC1=O	29	9	-2	31	10	33	0	0.4
COCCNc1nnc(SCC(=O)Nc2cc(-c3ccccc3)nn2-c2ccccc2)s1	-3	1	-2	5	0	-11	8	2.9
CCCCCOC(=O)c1[nH]c2c(c1C)C(=O)C(C(=O)OC)C(C)C2 (stereo unspecified)	39	-45	4	-6	43*	48	-35	5.2
O=C(CSc1ccccc1C(=O)O)NCc1ccccc1	18	3	0	-2	-6	5	-5	0.4
CCS(=O)(=O)c1ccc(N)cc1	-7	-4	-1	-11	5	-4	7	-1.6
COC(=O)c1c(NC(=O)c2ccc(C)cc2)csc1C	16	-26	-2	6	-9	17	-24	2.5
CCCCCCCn1c(=O)c(C(=O)OC)c(N)c2ccccc21	28	11	1	31	13	53*	-26	8.1
O=C(N/N=C/c1cc2c(cc1[N+](=O)[O-])OCO2)c1ccc2c(c1)OCO2	-19	5	9	-16	8	0	3	4.9
N#CCSc1nnc(-c2cccnc2)n1-c1ccccc1	-8	-5	3	-3	13	10	-26	-2.1
O=C(c1cccc(Cl)c1)N1CCN(Cc2ccc3c(c2)OCO3)CC1	8	-12	-5	18	-4	8	-7	1.1
C=CCS/C(N)=N\N=C\c1cc(Br)cc([N+](=O)[O-])c1O	11	10	-2	24	17	55*	12	-1.5
COc1ccc(CCNC(=O)c2c(O)c3cccc4c3n(c2=O)CC4)cc1	5	-9	2	0	8	-3	14	-0.1
O=C(CSc1nnc(NC2CCCCC2)s1)Nc1ccc2c(c1)C(=O)c1ccccc1C2=O	20	-120	6	-28	-2	21	-129	2.8
O=S(=O)(c1ccc2c(c1)CCCC2)N1CCNCC1	0	-3	-2	13	5	-6	7	-1.4
CCOC(=O)N1CCN(C(=O)c2ccc([N+](=O)[O-])cc2Cl)CC1	-4	4	-3	-6	6	13	4	2.0
COc1ccc(CN2CCN(Cc3c[nH]c4ccccc34)CC2CCO)c(F)c1 (stereo unspecified)	-10	3	-5	19	3	2	-2	0.4
O=C(Oc1ccc2ccc(OC(=O)N3CCCCCC3)cc2c1)N1CCCCCC1	4	-12	1	-7	24	21	-18	3.0
COc1ccccc1NC(=O)c1ccc(Cl)c(S(=O)(=O)NCc2ccco2)c1	6	1	-3	23	2	21	24	-0.3
Cc1ccc(N2C(=O)CC(Cc3cc(C)cc(C)c3)C2=O)cc1 (stereo unspecified)	3	12	-3	-9	13	18	-16	3.0
Cc1ccccc1Cn1c(-c2cncs2)nc2ccccc21	26	10	1	42	35	-5	-11	-0.1
COc1ccc([N+](=O)[O-])cc1NC(=O)C(C)OC(=O)CSC(C)C(=O)Nc1cc(C)on1 (stereo unspecified)	0	5	-3	1	-3	-7	11	0.4
Cn1cc(CNCCCn2ncc3ccccc32)c(-c2ccccc2F)n1	0	4	-2	24	-10	12	6	-0.7
COC(=O)Nc1ncc(CN2CCCCC2)s1	1	-6	10	12	-26	10	11	-0.9
COc1cc(/C=C/C(=O)c2c(O)ccc3c(C)cc(=O)oc23)ccc1O	78*	10	4	27	57*	73*	6	33
O=C(CCCSc1nc2ccccc2s1)NCc1ccc2c(c1)OCO2	36	-9	0	-22	-11	31	16	2.4
COC(=O)c1cc(S(=O)(=O)N2CCC(c3ccccc3)C2)c[nH]1 (stereo unspecified)	6	16	-2	16	-11	11	4	0.1
CCOC(=O)c1cnc2c(cnn2C)c1NCCCN(C)C	2	10	-1	15	-11	11	-9	-1.8
CCOC(=O)c1c(NC(=O)COc2ncnc3ccccc23)sc(C)c1CC	7	-9	1	1	16	18	-13	-1.0
CN1CCN(/N=C/c2nc(-c3ccccc3Cl)n3ccccc23)CC1	3	-15	-2	15	0	0	-21	-1.9
COc1ccc(-c2nnn(CC(=O)N3CCN(c4ccccc4OC)CC3)n2)cc1OC	24	-11	-1	11	13	23	-1	-0.3
